CR mimetic SO: reduction of superoxide in aged yeast, primary screen, HTS. S. cerevisiae aged cells, superoxide DHE fluorescence; active compounds read low. superoxide response (% of plate mean), % at 10 µM. 330,000 compounds, 0.18% hits. AID 2690, 2010;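 active = superoxide response under a set limit, about three screen SD below normal, cut at about 65% in these data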;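 note: yeast aged for seven days with compound at 30 °C before DHE staining; 100% = average MFI of all compound-treated wells on the plate with controls excluded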
proCasp7 act: procaspase-7 activators, primary screen, counter-screen for procaspase-3 activator project, biochemical, absorbance, HTS, human | Caspase-7 (Homo sapiens), P55210 | recombinant procaspase-7, Ac-DEVD-pNA absorbance 405 nm; D23A/D198A/D206A triple mutant, cannot self-cleave; scale: DMSO 0, 5 µM enzyme 100 | activation, % at 8.5 µM | 330,000 compounds, 0.093% hits | AID 463210, 2010;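 active = percent activation above the screen-wide mean plus 3 SD, cut at about 25% in these data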
Target sequence (P55210 whole entry D23A/D198A/D206A): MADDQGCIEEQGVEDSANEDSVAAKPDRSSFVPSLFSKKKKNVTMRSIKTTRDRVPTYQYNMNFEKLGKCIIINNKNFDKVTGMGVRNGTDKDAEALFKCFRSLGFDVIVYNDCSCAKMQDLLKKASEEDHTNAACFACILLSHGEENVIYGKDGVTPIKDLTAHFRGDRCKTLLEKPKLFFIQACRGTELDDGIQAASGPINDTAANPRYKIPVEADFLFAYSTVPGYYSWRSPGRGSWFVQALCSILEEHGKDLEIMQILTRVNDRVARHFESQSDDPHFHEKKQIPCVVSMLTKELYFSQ
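signal = Epi-absorbance of released pNA at 405 nm, two timepoints | assay system = Uncleavable procaspase-7 mutant enzyme | reagent = Ac-DEVD-pNA substrate, 400 µM as added | times = 1 h enzyme–compound preincubation and 2 h substrate reaction, both 25 °C | benchmarks = low DMSO alone, high DMSO plus 5 µM PC-7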
AHR act: AHR activators, primary screen, cell-based, luminescence, luciferase reporter, human | AID 2796, 2010 | 320,000 compounds, 2.5% hits | AHR-responsive luciferase reporter cells | Aryl hydrocarbon receptor (Homo sapiens), P35869 | activation, % at 5 µM; in the data active = activation above about 47%;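 note: 0% = vehicle wells and 100% = reference agonist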
LAP4 TOR yeast: modulators of LAP4-GFP expression in yeast, primary screen, S. cerevisiae, multiplex flow cytometry, MLPCN library. AID 2023, 2009. 3 h; median GFP as percent of DMSO wells. GFP response vs DMSO, % at 10 µM. 320,000 compounds, 0.34% hits;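 active = GFP response vs DMSO above a set limit, about the screen mean plus 3 SD, cut at about 150% in these data; inconclusive = under 70 cell events counted for the yeast strain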
RPL19A-GFP yeast: RPL19A-GFP expression modulators in yeast, primary screen, cell-based, S. cerevisiae, multiplex flow cytometry, MLPCN | S. cerevisiae RPL19A-GFP strain, 3 h; active compounds read low | percent response vs DMSO, % at 10 µM | 330,000 compounds, 0.3% hits;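 active = percent response vs DMSO below 50%; inconclusive = fewer than 70 events counted for the yeast strain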;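 note: median channel GFP fluorescence of the barcoded RPL19A-GFP strain; ratio of sample median GFP to plate DMSO average so 100% = DMSO; lower means less RPL19A-GFP as with rapamycin TOR inhibition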
MEP2-GFP yeast: modulators of MEP2-GFP levels in yeast, primary screen, S. cerevisiae, multiplex flow cytometry, MLPCN library | S. cerevisiae MEP2-GFP strain, 3 h; 100% = DMSO control level | GFP response vs DMSO, % at 10 µM | 330,000 compounds, 0.51% hits;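 active = GFP response versus DMSO above a set limit, roughly screen mean plus 3 SD, cut at about 180% in these data; inconclusive = fewer than 70 cells counted for a yeast strain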;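 note: median GFP fluorescence of the barcode-gated MEP2-GFP cells per well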
proCasp3 act: activators of human procaspase-3 D3A mutant, primary screen, biochemical, absorbance, PC-3 D3A mutant, single concentration | 330,000 compounds, 0.11% hits | Caspase-3 (Homo sapiens), P42574 | recombinant procaspase-3 D3A, Ac-DEVD-pNA absorbance 405 nm | AID 463141, 2010 | activation, % at 8.5 µM;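 active = activation above the mean of all tested compounds plus 3 SD, cut at about 21% in these data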;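 note: 0% = DMSO alone and 100% = DMSO wells spiked with extra 5 µM PC-3 D3A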
Target sequence (P42574 whole entry D9A/D28A/D175A): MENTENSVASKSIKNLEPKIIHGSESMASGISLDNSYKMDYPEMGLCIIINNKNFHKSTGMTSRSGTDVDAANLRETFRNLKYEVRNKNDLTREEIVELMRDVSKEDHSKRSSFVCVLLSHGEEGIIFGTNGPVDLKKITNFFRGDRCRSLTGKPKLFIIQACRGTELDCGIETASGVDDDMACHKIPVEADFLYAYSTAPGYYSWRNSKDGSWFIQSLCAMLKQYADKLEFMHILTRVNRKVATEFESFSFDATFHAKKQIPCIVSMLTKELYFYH
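Assay system: Autoprocessing-dead procaspase-3 D3A mutant enzyme; also added: Ac-DEVD-pNA; doses: one concentration, 8.5 µM nominal, 0.8% DMSO; times: 1 h compound preincubation, 2 h substrate hydrolysis at 25 °C; technique: 405 nm absorbance of p-nitroaniline, reads at 0 and 120 min; measure: % activation between DMSO and enzyme-spiked controls; repeats: single replicate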
JMJD2C inh: inhibitors of GASC-1 histone demethylase, primary screen, biochemical, fluorescence, DELFIA europium; Lysine-specific demethylase 4C (Homo sapiens), Q9H3R0; GST-JMJD2C(1-420) H3K9me3 demethylation; inhibition, % at 2.35 µM; 330,000 compounds, 0.069% hits; AID 2099, 2009;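 active = more than half of a compound's replicate wells show inhibition beyond 50%, single wells judged on their own value; inconclusive = some, but no more than half, of replicates pass 50% inhibition; inactive = no replicate passes 50% inhibition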;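 note: signal counts dimethyl H3K9 product captured on neutravidin plate; 0% = median of DMSO wells and 100% = 0.3 times that DMSO median; strong numbers were not always called active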
Target sequence (Q9H3R0 1-420 limits assumed): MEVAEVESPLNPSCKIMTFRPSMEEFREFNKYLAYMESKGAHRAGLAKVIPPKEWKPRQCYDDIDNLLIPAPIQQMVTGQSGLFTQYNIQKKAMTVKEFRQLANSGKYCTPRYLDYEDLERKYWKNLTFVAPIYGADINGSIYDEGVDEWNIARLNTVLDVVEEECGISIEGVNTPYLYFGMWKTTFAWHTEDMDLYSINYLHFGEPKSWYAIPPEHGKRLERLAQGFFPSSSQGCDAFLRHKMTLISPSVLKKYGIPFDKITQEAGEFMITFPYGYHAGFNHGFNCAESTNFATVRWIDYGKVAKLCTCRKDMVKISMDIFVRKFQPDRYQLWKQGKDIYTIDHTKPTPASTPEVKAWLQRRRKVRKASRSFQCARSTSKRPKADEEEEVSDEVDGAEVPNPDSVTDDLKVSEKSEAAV
Active calls of the source: *.

O=C(COc1ccc(C(=O)c2ccccc2)cc1)NCC(=O)Nc1ccccc1Br was read as CR mimetic SO 104, proCasp7 act 9, AHR act -1, LAP4 TOR yeast 93, RPL19A-GFP yeast 103, MEP2-GFP yeast 100, proCasp3 act 4 and JMJD2C inh -3.
For COc1ccc(Nc2nc3ccc(C)cc3cc2C#N)c(OC)c1 the results were CR mimetic SO 94, proCasp7 act -7, AHR act 43, LAP4 TOR yeast 96, RPL19A-GFP yeast 106, MEP2-GFP yeast 99, proCasp3 act -1 and JMJD2C inh -4.
Screening COC(=O)[C@@H]1Cc2c([nH]c3ccccc23)C(C)N1C(=O)c1ccccc1 (stereo not given in full) returned CR mimetic SO 103, proCasp7 act 1, AHR act 1, LAP4 TOR yeast 97, RPL19A-GFP yeast 108, MEP2-GFP yeast 109, proCasp3 act -8 and JMJD2C inh -1.
Screening Oc1ccc(N2CCN(Cc3nc4ccccc4[nH]3)CC2)cc1 returned CR mimetic SO 102, proCasp7 act -21, AHR act 0, LAP4 TOR yeast 100, RPL19A-GFP yeast 89, MEP2-GFP yeast 136, proCasp3 act -24 and JMJD2C inh 7.
Screening COc1cc(CNc2ccc3[nH]c(=O)[nH]c3c2)cc(Cl)c1OCC(=O)NC(C)(C)C returned CR mimetic SO 108, proCasp7 act -7, AHR act 4, RPL19A-GFP yeast 95, MEP2-GFP yeast 93, proCasp3 act -7 and JMJD2C inh 26.
`Cc1[nH]c2ccccc2c1/C=N/NC(=O)c1cc(C(C)(C)C)[nH]n1` gave CR mimetic SO 89, proCasp7 act -7, AHR act 22, LAP4 TOR yeast 103, RPL19A-GFP yeast 100, MEP2-GFP yeast 107, proCasp3 act -10 and JMJD2C inh inconclusive.
Cc1ccc(S(=O)(=O)N2[C@@H](c3ccc(F)cc3)C(C(=O)O)=C[C@H]2CC2CCCC2)cc1 was read as CR mimetic SO 105, proCasp7 act 1, AHR act 1, LAP4 TOR yeast 83, RPL19A-GFP yeast 94, MEP2-GFP yeast 90, proCasp3 act -2 and JMJD2C inh 2.
CCc1ccc(-n2c(SCC(=O)N3CCC(C(=O)O)CC3)nnc2-c2ccncc2)cc1 was read as CR mimetic SO 99, proCasp7 act 2, AHR act 0, LAP4 TOR yeast 92, RPL19A-GFP yeast 90, MEP2-GFP yeast 94, proCasp3 act 5 and JMJD2C inh -16.
`CCOC(=O)Cn1c(=O)n(C2CCCC2)c(=O)c2ccccc21` gave CR mimetic SO 110, proCasp7 act -3, AHR act 1, LAP4 TOR yeast 93, RPL19A-GFP yeast 96, MEP2-GFP yeast 103, proCasp3 act 2 and JMJD2C inh 13.
For COc1ccccc1N1CC(C(=O)Nc2nnc(SCC(=O)N3CCOCC3)s2)CC1=O (stereo not given) the results were CR mimetic SO 101, proCasp7 act -4, AHR act 1, LAP4 TOR yeast 110, RPL19A-GFP yeast 99, MEP2-GFP yeast 106, proCasp3 act 0 and JMJD2C inh 2.
Screening CC(C)NC[C@H](O)COc1cccc2[nH]ccc12 returned CR mimetic SO 83, proCasp7 act 14, AHR act -1, LAP4 TOR yeast 128, RPL19A-GFP yeast 100, MEP2-GFP yeast 98, proCasp3 act 3 and JMJD2C inh -7.
For CC(=O)NNC(=O)CN1C(=O)/C(=C/c2ccccc2)SC1=S the results were CR mimetic SO 100, proCasp7 act -8, AHR act 5, LAP4 TOR yeast 105, RPL19A-GFP yeast 98, MEP2-GFP yeast 103, proCasp3 act 1 and JMJD2C inh 10.

The last four compounds of the section before are carried over, then new ones follow:
`CCOC(=O)Cn1c(=O)n(C2CCCC2)c(=O)c2ccccc21` gave CR mimetic SO 110, proCasp7 act -3, AHR act 1, LAP4 TOR yeast 93, RPL19A-GFP yeast 96, MEP2-GFP yeast 103, proCasp3 act 2 and JMJD2C inh 13.
For COc1ccccc1N1CC(C(=O)Nc2nnc(SCC(=O)N3CCOCC3)s2)CC1=O (stereo not given) the results were CR mimetic SO 101, proCasp7 act -4, AHR act 1, LAP4 TOR yeast 110, RPL19A-GFP yeast 99, MEP2-GFP yeast 106, proCasp3 act 0 and JMJD2C inh 2.
Screening CC(C)NC[C@H](O)COc1cccc2[nH]ccc12 returned CR mimetic SO 83, proCasp7 act 14, AHR act -1, LAP4 TOR yeast 128, RPL19A-GFP yeast 100, MEP2-GFP yeast 98, proCasp3 act 3 and JMJD2C inh -7.
For CC(=O)NNC(=O)CN1C(=O)/C(=C/c2ccccc2)SC1=S the results were CR mimetic SO 100, proCasp7 act -8, AHR act 5, LAP4 TOR yeast 105, RPL19A-GFP yeast 98, MEP2-GFP yeast 103, proCasp3 act 1 and JMJD2C inh 10.
`Cc1ccc(N2CC(C(=O)Nc3ccc(S(=O)(=O)Nc4nccc(C)n4)cc3)CC2=O)cc1` (stereo not given) gave CR mimetic SO 91, proCasp7 act 6, AHR act -2, LAP4 TOR yeast 99, RPL19A-GFP yeast 102, MEP2-GFP yeast 105, proCasp3 act 5 and JMJD2C inh -13.
`CCn1c(N2CCN(C(=O)c3ccco3)CC2)nc2ccccc21` gave CR mimetic SO 95, proCasp7 act 2, AHR act 2, LAP4 TOR yeast 105, RPL19A-GFP yeast 108, MEP2-GFP yeast 107, proCasp3 act 7 and JMJD2C inh -8.
For Cc1ccccc1N(C(=O)c1csnn1)C(C(=O)NC(C)(C)C)c1ccncc1 (stereo not given) the results were CR mimetic SO 96, proCasp7 act 0, AHR act -1, LAP4 TOR yeast 94, RPL19A-GFP yeast 83, MEP2-GFP yeast 79, proCasp3 act 2 and JMJD2C inh -34.
For N#CCCCN1C(=O)C(O)(CC(=O)c2ccc3c(c2)OCCO3)c2ccccc21 (stereo not given) the results were CR mimetic SO 86, proCasp7 act -2, AHR act 24, LAP4 TOR yeast 100, RPL19A-GFP yeast 101, MEP2-GFP yeast 99, proCasp3 act 6 and JMJD2C inh -41.
For O=C1C(Cl)=C(N2CCOCC2)C(=O)N1c1ccccc1Cl the results were CR mimetic SO 99, proCasp7 act -19, AHR act -1, LAP4 TOR yeast 105, RPL19A-GFP yeast 99, MEP2-GFP yeast 99, proCasp3 act -6 and JMJD2C inh inconclusive.
For CC(=O)N1CCN(c2ccc(NC(=O)c3ccccc3Cl)cc2)CC1 the results were CR mimetic SO 96, proCasp7 act 2, AHR act -3, LAP4 TOR yeast 102, RPL19A-GFP yeast 102, MEP2-GFP yeast 99, proCasp3 act 1 and JMJD2C inh 4.
For Cc1cc(NC(=O)CSCC(=O)OCc2nnc(-c3ccc(F)cc3)o2)no1 the results were CR mimetic SO 85, proCasp7 act 8, AHR act 2, LAP4 TOR yeast 98, RPL19A-GFP yeast 95, MEP2-GFP yeast 97, proCasp3 act 13 and JMJD2C inh -2.
Screening CCc1ccc(-c2ccc(C(=O)O)cc2)nc1 returned CR mimetic SO 94, proCasp7 act -3, AHR act 18, LAP4 TOR yeast 98, RPL19A-GFP yeast 96, MEP2-GFP yeast 96, proCasp3 act -3 and JMJD2C inh -3.
Screening COc1ccc(/C=N/NC(=O)CCC(=O)Nc2ccc(F)cc2)c(OC)c1 returned CR mimetic SO 104, proCasp7 act 2, AHR act 4, LAP4 TOR yeast 88, RPL19A-GFP yeast 101, MEP2-GFP yeast 103, proCasp3 act 1 and JMJD2C inh 4.
CCC(=O)n1nc(-c2ccc(Cl)cc2)nc1SC was read as CR mimetic SO 100, proCasp7 act -4, AHR act 4, LAP4 TOR yeast 111, RPL19A-GFP yeast 103, MEP2-GFP yeast 104, proCasp3 act -2 and JMJD2C inh 58.
COc1ccccc1NC(=O)CSc1nnnn1-c1ccc2c(c1)OCO2 was read as CR mimetic SO 95, proCasp7 act -4, AHR act 15, LAP4 TOR yeast inconclusive, RPL19A-GFP yeast inconclusive, MEP2-GFP yeast inconclusive, proCasp3 act 5 and JMJD2C inh 2.
For COc1ccc(C2CC(=O)C(C=NCC(C)C)=C(O)C2)cc1 (stereo not given) the results were CR mimetic SO 99, LAP4 TOR yeast 98, RPL19A-GFP yeast 105, MEP2-GFP yeast 108 and JMJD2C inh -3.
For O=C(CCn1cccn1)Nc1ccc2c(c1)OCO2 the results were CR mimetic SO 104, proCasp7 act -4, AHR act 35, LAP4 TOR yeast 108, RPL19A-GFP yeast 111, MEP2-GFP yeast 122, proCasp3 act -2 and JMJD2C inh 5.
Screening O=C(O)/C=C\C(=O)Nc1ccccc1C#Cc1ccccc1 returned CR mimetic SO 103, proCasp7 act -12, AHR act 22, LAP4 TOR yeast 113, RPL19A-GFP yeast 104, MEP2-GFP yeast 108, proCasp3 act -1 and JMJD2C inh -12.
Screening CCc1nccn1CCC(=O)NC1CC(C)(C)Cc2c1cnn2-c1ccc(C)cc1 (stereo not given) returned CR mimetic SO 97, proCasp7 act 9, AHR act 0, LAP4 TOR yeast 88, RPL19A-GFP yeast 99, MEP2-GFP yeast 89, proCasp3 act -11 and JMJD2C inh 9.
Cc1ccc(-n2c(N)c(C(=O)Nc3ccccc3F)sc2=S)cc1C was read as CR mimetic SO 98, proCasp7 act -4, AHR act -6, LAP4 TOR yeast 97, RPL19A-GFP yeast 100, MEP2-GFP yeast 100, proCasp3 act -6 and JMJD2C inh 2.
For CCOc1ccc(-n2nnc3c(=O)n(CC(=O)c4ccccc4)cnc32)cc1 the results were CR mimetic SO 80, proCasp7 act 4, AHR act 2, LAP4 TOR yeast 101, RPL19A-GFP yeast 98, MEP2-GFP yeast 103, proCasp3 act -2 and JMJD2C inh 7.
CCCCCCN1C=CC=C/C1=C\C=C(C#N)C#N was read as CR mimetic SO 97, proCasp7 act -18, AHR act 1, LAP4 TOR yeast 104, RPL19A-GFP yeast 98, MEP2-GFP yeast 99, proCasp3 act -22 and JMJD2C inh 4.
Screening CC(=O)c1cc(F)ccc1OCC(=O)N1CCN(c2ccc(F)cc2)CC1 returned CR mimetic SO 105, proCasp7 act 13, AHR act 1, LAP4 TOR yeast 105, RPL19A-GFP yeast 90, MEP2-GFP yeast 60 and proCasp3 act 1.
`COC(=O)CCNCCSc1nnc(-c2ccco2)n1Cc1ccccc1` gave CR mimetic SO 112, proCasp7 act 2, AHR act 2, LAP4 TOR yeast 111, RPL19A-GFP yeast 102, MEP2-GFP yeast 104, proCasp3 act -1 and JMJD2C inh 1.

Rows are unselected; about 3.8% have a hit in one of these screens.
